Screening results from PubChem.
RAD52 inh: RAD52 (human) annealing inhibition | recombinant RAD52 DNA annealing, FRET fluorescence | inhibition, % at 18.7 µM | 360,000 tested, 0.46% active | AID 651710;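 active = every replicate showing at least 50% inhibition; inconclusive = mean inhibition at least 50% but not in every replicate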
Target sequence (P43351 whole entry, looked up): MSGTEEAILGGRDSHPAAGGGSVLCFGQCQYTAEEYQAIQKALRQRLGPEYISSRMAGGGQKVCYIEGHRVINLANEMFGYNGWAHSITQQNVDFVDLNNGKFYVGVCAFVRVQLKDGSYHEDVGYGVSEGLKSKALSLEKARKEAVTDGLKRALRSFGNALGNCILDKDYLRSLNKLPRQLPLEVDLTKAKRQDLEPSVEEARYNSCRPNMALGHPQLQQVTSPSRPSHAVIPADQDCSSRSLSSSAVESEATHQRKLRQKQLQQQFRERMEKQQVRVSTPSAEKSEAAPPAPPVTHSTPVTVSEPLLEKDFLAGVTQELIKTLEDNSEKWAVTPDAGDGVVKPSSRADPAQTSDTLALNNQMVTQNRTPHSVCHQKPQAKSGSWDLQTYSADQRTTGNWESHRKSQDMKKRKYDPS
RAD54 branch: RAD54 (human) branch migration inhibition | Q92698 | RAD54 Holliday junction branch migration, FAM/BHQ fluorescence | inhibition, % at 10.4 µM | 360,000 tested, 0.14% active | AID 602329;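 active = mean normalized replicate activity at least 40 and at least half of replicates scoring 40 or more; inconclusive = only one of the two criteria met; inactive = mean below 40 and under half of replicates reaching 40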;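 also: 0% = median of neutral control wells and 100% = median of positive control wells; inhibitors cause a drop in the FAM fluorescence signal; in these data hits start at about 50%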
S100A4 inh HTS: S100A4-myosin IIA interaction inhibition | P26447 | S100A4/TAMRA-MyoIIA peptide fluorescence polarization | inhibition, % at 10.7 µM | 360,000 tested, 0.14% active | AID 652163;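 active = mean inhibition of at least 70% across replicates, with every replicate also reaching that level; inconclusive = mean inhibition reaches 70% but some replicates fall short; inactive = mean inhibition below 70%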
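Assay system: human S100A4 monomer with TAMRA-labelled myosin IIA peptide / Buffer or medium: Calcium-containing HEPES buffer, pH 7.2 / Reagent: TAMRA-labelled myosin IIA heavy-chain peptide probe, 5 nM / Compound: one dose per compound / Timing: polarization read 5 min after assay mix addition, stable 5–60 min / Benchmarks: neutral control DMSO, positive control TFP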
ERp5 inh: ERp5 (human) disulfide isomerase inhibition; Q15084; 350,000 tested, 0.05% active; ERp5 insulin aggregation, absorbance 650 nm, 90 min; inhibition, % at 9.99 µM;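 active = mean replicate inhibition above about 25%, with every replicate also reaching it, limit read from the data, passing the limit was not always enough; inconclusive = only one of those two criteria met; inactive = neither criterion met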
esBAF inh: inhibitors of esBAF chromatin remodeling in mouse ES cells. Bmi1-luciferase knock-in reporter, 24 h; 100% = twice the neutral-well signal. reporter increase, % at 12.5 µM. 350,000 tested, 2% active. AID 602393; in the data active = activation above about 40%; inconclusive = no clear call, values can overlap the other calls;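 also: 0% = median of the plate's neutral control wells and 100% = double that signal; a rise in the Bmi1 reporter signal indicates esBAF inhibition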
ERAP1 HTS inh: blocks human ERAP1 aminopeptidase activity | Q9NZ08 | recombinant ERAP1, Leu-AMC fluorescence, 60 min | inhibition, % at 10.7 µM | 340,000 tested, 0.15% active;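 active = mean replicate inhibition of at least 30%, or all replicates individually reaching that 30% level; inactive = mean below 30% and not every replicate reaching it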;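 also: 0% = neutral control wells and 100% = L-leucinethiol positive control wells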
Xi reactivation: reactivates the inactive X chromosome in mouse fibroblasts; XiGFP mouse fibroblasts, % GFP-positive cells imaging, 3 d; cells co-treated with 5-aza-dC sensitizer; scaled so ellipticine positive control = 100%; activation, % at 7.58 µM; 360,000 tested, 0.055% active; AID 743238;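 active = mean normalized replicate activation at least 10% and every replicate at or above 10%; inconclusive = only one of the two criteria met; inactive = mean below 10% and not all replicates reach 10%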;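 also: 0% = median of on-plate neutral control wells and 100% = ellipticine 6 µM median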
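System: SV40-immortalized XiGFP fibroblast cells, line 68-5-11 / Incubation: 3-day compound exposure, then 15 min fixation at room temperature / Compound: single concentration per compound, delivered by pin transfer / Buffer or medium: DMEM plus 5-aza-dC sensitizer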
E-sel inducer: induces E-selectin expression in human endothelial cells | P16581 | HUVEC E-selectin immunofluorescence imaging; normalized: neutral wells 0, TNF-alpha wells 100 | activation, % at 7.58 µM | 260,000 tested, 0.37% active | AID 686992;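 active = mean E-selectin-positive cell signal at least 10% of the positive control, reached in at least 60% of replicates, without over 20% cell loss; inconclusive = no rule given, readout overlaps actives, possibly toxicity-flagged; inactive = the rest, including those meeting only one limit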;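 also: in these data hits start at about 27%; measured in HUVEC primary endothelial cells; signal is the percent of cells scored E-selectin positive by PE staining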
Target sequence (P16581 whole entry, looked up): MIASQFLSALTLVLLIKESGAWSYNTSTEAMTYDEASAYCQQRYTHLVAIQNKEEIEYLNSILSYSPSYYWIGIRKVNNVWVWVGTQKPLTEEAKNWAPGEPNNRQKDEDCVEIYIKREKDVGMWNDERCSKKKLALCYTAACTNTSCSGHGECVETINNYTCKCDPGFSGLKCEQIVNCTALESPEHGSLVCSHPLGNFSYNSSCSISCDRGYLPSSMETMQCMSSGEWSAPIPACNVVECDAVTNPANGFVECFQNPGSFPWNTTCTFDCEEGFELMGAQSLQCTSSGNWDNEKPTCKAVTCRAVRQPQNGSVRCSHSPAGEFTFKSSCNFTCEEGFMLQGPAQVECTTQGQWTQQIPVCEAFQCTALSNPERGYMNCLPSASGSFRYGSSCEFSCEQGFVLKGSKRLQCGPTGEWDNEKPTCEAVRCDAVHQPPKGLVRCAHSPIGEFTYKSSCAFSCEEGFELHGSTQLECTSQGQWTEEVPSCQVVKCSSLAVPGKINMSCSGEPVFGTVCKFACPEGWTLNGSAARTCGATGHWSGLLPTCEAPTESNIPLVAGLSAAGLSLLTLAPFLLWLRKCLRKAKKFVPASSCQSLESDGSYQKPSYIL
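Material: HUVEC primary endothelial cells; Amount: 3,000 cells per well; Dosing: single concentration; Medium: EGM-2 growth medium on 0.1% gelatin-coated wells; Read-out basis: percent E-selectin-positive cells; Signal: immunofluorescence imaging; Control set: TNF-alpha, DMSO.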
Active calls of the source: *; ? = inconclusive; · = no result given; & = joins results of further samples; ! = a repeat was not active. This is a random part of the collection; any-hit rate near 2.5%.

Molecule | RAD54 branch | S100A4 inh HTS | Xi reactivation | E-sel inducer | esBAF inh | ERAP1 HTS inh | ERp5 inh | RAD52 inh
CCOC(=O)c1[nH]c(C)c(C(=O)OCC(=O)NC(C)c2ccc(F)cc2)c1C (stereo unspecified) | 3 | 0 | 0.2 | 2.9 | -13 | 1 | 3 | -10
C[C@@H]1CCCCO[C@@H](CN(C)S(=O)(=O)c2ccccc2)[C@@H](C)CN([C@H](C)CO)C(=O)c2cc(NC(=O)CCCCCC(=O)Nc3ccccc3N)ccc2O1 | 0 | 6 | -0.1 | · | 5 | 0 | 0 | -15
COc1cccc(NC(=O)N[C@@H]2C=C[C@@H](CC(=O)Nc3ccccc3)O[C@H]2CO)c1 | -5 | -1 | -0.4 | -0.4 | 1 | 0 | 0 | 3
CCCCN(C(=O)Cc1ccc(S(=O)(=O)N2CCOCC2)s1)c1c(N)n(CCCC)c(=O)[nH]c1=O | · | 1 | 0.1 | · | · | 3 | -4 | -22
CCc1ccc(/C=N\n2cnnc2)cc1 | -9 | -6 | 0.4 | ? | · | -3 | 3 | -11
Cc1c(C(=O)NCc2ccccn2)oc2ccc(Br)cc12 | -8 | 1 | 0.0 | · | 54* | -3 | 6 | -9
Cc1ccc2oc(C(=O)N3CCN(c4cccc(C)n4)CC3)c(C)c2c1 | -9 | -2 | -0.1 | 0.0 | 26 | -2 | 3 | -11
Cc1ccc(NC(=O)C2OCCc3ccccc32)cc1Cl (stereo unspecified) | 1 | 1 | 0.1 | 0.1 | 28 | 9 | -3 | -12
COc1cccc(CN(C)Cc2nc(C3CC3)no2)c1 | · | -3 | 0.1 | · | · | -2 | 5 | -6
Cc1c(NC(=S)SCc2ccccc2)c(=O)n(-c2ccccc2)n1C | · | 4 | 0.1 | · | · | -1 | 3 | -9
CC(=O)C1CN(S(=O)(=O)c2ccc(C)cc2)C(c2ccccc2)CC1C (stereo unspecified) | · | -3 | 0.0 | -0.4 | · | 3 | 2 | -10
Cc1sc2nc(C(C)Sc3n[nH]c(N)n3)[nH]c(=O)c2c1C (stereo unspecified) | · | 0 | 0.0 | 1.2 | · | -2 | 0 | -11
CCn1c(SCC(=O)NC2CCCC2)nnc1-c1cccnc1 | 1 | 5 | 0.0 | 0.4 | 1 | -5 | 3 | -9
COc1ccc(CN(C)C[C@@H]2Oc3ccc(NC(=O)NC(C)C)cc3CC(=O)N([C@@H](C)CO)C[C@@H]2C)cc1 | 14 | 1 | 0.2 | -3.4 | -4 | 1 | -1 | 0
Cc1noc(C)c1NC(=O)N(C)C[C@H]1Oc2ccc(NS(=O)(=O)c3c(C)noc3C)cc2C(=O)N([C@H](C)CO)C[C@@H]1C | -2 | -2&-4 | -0.1&0.0 | 31*! | 7 | -2&0 | 1&1 | -2&4
Cc1ccc([C@@H]2CC=C(C(=O)O)CN2S(=O)(=O)c2ccccc2C)cc1 | -4 | 3 | 0.2 | 0.1 | -2 | 1 | 1 | -4
CN(CC(=O)NCc1ccccn1)S(=O)(=O)c1ccc(Br)cc1 | · | 2 | 0.0 | · | · | -1 | -8 | -7
Cc1ccc(NC(=O)CN(C)C(=O)C(Sc2ccccc2)c2ccccc2)cc1 (stereo unspecified) | -5 | -1 | 0.0 | · | 1 | -4 | 2 | -7
O=C(C(=O)c1ccc(O)c(O)c1)c1ccc(O)c(O)c1 | · | 1 | -0.1 | 2.6 | · | -1 | 12 | -3
CC1CCCC(C)N1C(=O)COC(=O)c1cccnc1Cl (stereo unspecified) | 3 | 0 | 2.4 | 0.9 | 5 | 2 | 1 | -13
CC1CN(C(=O)CCC(=O)NCc2ccc(Cl)cc2)c2ccccc2S1 (stereo unspecified) | 4 | -11 | 0.1 | -0.1 | 1 | 0 | 2 | -4
COc1ccc(CC(=O)NCc2nnc(SCc3ccc([N+](=O)[O-])cc3)n2C)cc1 | 4 | -10 | -0.1 | -0.2 | 0 | 0 | 4 | 0
O=C(NCCc1ccccc1)C1CCC(CNc2c(N3CCCCC3)c(=O)c2=O)CC1 (stereo unspecified) | 1 | -2 | 0.3 | -0.8 | 4 | -4 | 1 | -13
COc1ccc(C(=O)C2CCCN(Cc3ccc4nonc4c3)C2)cc1F (stereo unspecified) | 2 | -1 | 1.1 | 2.5 | 2 | 1 | 4 | -5
CN1C(=O)c2cc(NC(=O)c3ccccc3)ccc2OC[C@H]2O[C@H](CC(=O)NC3CCCC3)CC[C@@H]21 | 7 | -7 | 0.1 | 0.0 | -1 | -1 | 0 | -23
O=C(CCS(=O)(=O)c1ccc(F)cc1)Nc1nccs1 | 0 | -3 | 0.0 | 0.0 | -4 | 0 | 4 | -46
Cc1noc(C)c1NC(=O)Nc1cccc2c1O[C@@H](CN(C)C(=O)NC(C)C)[C@H](C)CN([C@@H](C)CO)C2=O | 1 | 19 | -0.9 | -0.1 | -1 | -1 | 4 | -6
CCCN1[C@@H]2c3ccc(-c4cccc(F)c4)c(=O)n3C[C@@H]2[C@@H](CO)[C@@H]1C(=O)N[C@@H](C)c1ccccc1 | 1 | -21 | 0.1 | -0.4 | -1 | 4 | -3 | 8
CCOc1ccc(NS(=O)(=O)c2cc(NC(=O)C3CC3)ccc2C)cc1Br | 0 | -6 | 0.2 | 0.1 | 3 | 1 | -4 | -10
O=C1COc2ccc(C(=O)COC(=O)Cc3ccc(Cl)cc3)cc2N1 | · | 2 | 0.2 | 0.0 | -5 | 1 | 6 | 4
O=C(OCc1cn([C@@H]2CN(C(=O)c3cccs3)[C@@H](c3ccccc3)C[C@H]2O)nn1)c1ccccc1 | -6 | -1 | 0.2 | 0.5 | -1 | -4 | -1 | 1
CCn1c(=O)c2c(n3c(=S)[nH]nc13)-c1ccccc1CC21CCCCC1 | · | 3 | 0.0 | 7.0 | · | 3 | -3 | -3
C[C@H](CO)N1C[C@H](C)[C@H](CN(C)C(=O)C2CCC2)Oc2cc(C#CC3CC3)ccc2S1(=O)=O | 1 | -12 | -0.5 | 0.3 | -2 | -1 | 5 | -11
C[C@@H]1CN([C@H](C)CO)C(=O)c2cc(NC(=O)Nc3ccc4c(c3)OCO4)ccc2O[C@@H](C)CCCCO[C@H]1CN(C)C(=O)c1ccccc1 | -1 | -8 | 0.0 | -0.2 | 5 | -5 | -1 | -14
O=C(CSc1nc2ccccc2[nH]1)Nc1ccc(N2CCOCC2)cc1 | 12 | -7 | 0.0 | -0.2 | -1 | 1 | 4 | -2
COCCCNC(=O)c1cc(C)nn1-c1ccccc1 | -12 | 8 | 0.0 | 5.8 | · | -1 | 9 | -6
N#C[C@H]1[C@H](c2ccc(C#Cc3ccccc3F)cc2)[C@@H](CO)N1C(=O)c1cccnc1 | 3 | 4 | 0.0 | -0.2 | -44 | -4 | -2 | -50
Cc1ccc(S(=O)(=O)NC2=NCN(C(C)C)CN2)cc1 | 24 | -7 | 0.0 | -0.1 | -1 | -1 | 3 | -6
CSc1nc(Cl)cc(N2CCOCC2)n1 | · | -5 | 0.0 | · | 7 | 11 | -5 | -16
COc1ccc(CN(C)C[C@H]2OCCCC[C@H](C)Oc3ccc(NC(=O)Nc4ccc(F)cc4)cc3C(=O)N([C@@H](C)CO)C[C@@H]2C)cc1 | 7 | -9 | -1.0 | 0.2 | -8 | -18 | 2 | 8
O=C(NCC[C@@H]1CC[C@H](NC(=O)c2ccncc2)[C@H](CO)O1)Nc1ccc(Cl)cc1 | 0 | 11 | 0.0 | 0.4 | -1 | 3 | -5 | 4
N#CCC(=O)Nc1ccc(C(=O)NNC(=O)CCN2CCN(c3ccccc3)CC2)cc1 | -12 | -3 | 0.5 | 19 | -4 | -4 | -1 | -3
CCOC(=O)C(Cc1ccc(O)cc1)NC(=O)CCc1c[nH]c2ccccc12 (stereo unspecified) | -10 | 0 | 0.1 | · | 23 | 0 | 0 | -11
COc1ccc(CC(=O)N2CCN(c3ccccc3)CC2)cc1 | 3 | -1 | 0.0 | · | -6 | -1 | 2 | -16
C[C@@H]1CN([C@@H](C)CO)C(=O)c2cccc(NS(=O)(=O)c3ccccc3)c2O[C@@H]1CN(C)S(=O)(=O)c1ccc(Cl)cc1 | 12 | · | -0.6 | -0.5 | -5 | · | · | ·
COc1ccc(S(=O)(=O)Nc2ccc3c(c2)C(=O)N([C@H](C)CO)C[C@@H](C)[C@@H](CN(C)Cc2ccccc2)OCCCC[C@@H](C)O3)cc1 | 5 | · | 0.2 | -0.2 | -3 | · | · | ·
Cc1nc2cc(-c3ccc(F)cc3)[nH]n2c(=O)c1C | 9 | -3 | 0.2 | -0.1 | 13 | 0 | 3 | -9
O=C(NCC[C@H]1CC[C@H](NC(=O)C2CC2)[C@@H](CO)O1)c1ccc(F)cc1 | 0 | 0 | 0.1 | 0.0 | 7 | -1 | -3 | 3
CCOC(=O)C1=C(C)Nc2ccccc2N/C1=N\S(=O)(=O)c1ccc(Cl)cc1 | -3 | 2 | 0.0 | -0.2 | -6 | -2 | -13 | 5
CCC(=O)N(C)C[C@@H]1Oc2cc(-c3ccncc3)ccc2S(=O)(=O)N([C@H](C)CO)C[C@@H]1C | -2 | -1 | -1.1 | 0.4 | -4 | 1 | -3 | 6
COCC1CCCCN1Cc1cn(-c2ccccc2)nc1-c1ccc2c(c1)OCO2 (stereo unspecified) | · | -24 | 0.4 | -3.0 | · | 1 | 7 | -70
COc1cccc(C#Cc2ccc3c(c2)O[C@@H](CN(C)C)[C@@H](C)CN([C@H](C)CO)S3(=O)=O)c1 | 2 | 4 | 0.8 | 0.1 | -4 | 0 | 2 | 4
O=C(Cn1cnc2c(nnn2Cc2ccc(Cl)cc2)c1=O)c1ccccc1 | 4 | 4 | 0.3 | 0.1 | -11 | 5 | -9 | -2
Cc1cccc(CSc2ncnc3ccccc23)c1 | · | 5 | 0.4 | 3.1 | · | -4 | -1 | -14
CCCC(=O)Nc1ccc2c(c1)OC[C@@H](C)N(Cc1ccncc1)C[C@H](C)[C@@H](OC)CN(C)C2=O | -6 | 4 | 0.0 | 0.2 | -9 | 5 | 3 | 15
O=C(Nc1ccc(Cl)cc1)c1nc[nH]c1C(=O)NCc1ccccc1 | 2 | · | 0.0 | -0.1 | 0 | · | · | ·
O=C(COC(=O)CCS(=O)(=O)c1ccc(F)cc1)NC1CCCCC1 | 4 | -14 | -0.1 | 4.6 | 3 | 1 | 1 | 1
